ATG4B inhibitor – ATG4B (human) cysteine protease inhibition | 340,000 compounds, 0.51% hits | inhibition, % at 8.33 µM | ATG4B cleavage of LC3-PLA2, NBD-HPC fluorescence, 1 h | AID 504462 | Q9Y4P1; in the data active = inhibition above about 40%
Target sequence (Q9Y4P1 whole entry, looked up): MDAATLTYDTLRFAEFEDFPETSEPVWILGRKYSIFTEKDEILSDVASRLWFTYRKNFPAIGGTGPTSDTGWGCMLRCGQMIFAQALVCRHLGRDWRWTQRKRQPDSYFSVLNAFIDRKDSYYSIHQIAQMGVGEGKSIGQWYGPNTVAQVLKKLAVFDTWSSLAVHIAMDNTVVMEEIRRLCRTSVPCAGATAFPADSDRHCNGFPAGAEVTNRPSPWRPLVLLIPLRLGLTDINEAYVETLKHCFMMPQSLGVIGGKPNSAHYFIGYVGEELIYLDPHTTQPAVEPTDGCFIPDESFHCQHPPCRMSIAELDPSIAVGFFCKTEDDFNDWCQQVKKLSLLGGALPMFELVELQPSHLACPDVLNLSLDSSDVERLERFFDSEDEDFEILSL
MPTP block – blocks calcium-induced mitochondrial swelling | isolated mouse mitochondria, Ca2+ swelling absorbance, 30 min | inhibition, % at 10 µM | 360,000 compounds, 1.4% hits;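 active = inhibition of 50% or more, scaled per plate between neutral and stimulator controls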;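 also: 0% = DMSO wells given calcium and 100% = 1 mM EGTA wells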
The depositor's hits bear a star. This is a subset. The share of hits here may be higher or lower than overall.

ATG4B inhibitor	MPTP block	mol
-10.3	41.5	O=C(OC(C(=O)Nc1cccc(C(F)(F)F)c1)c1ccccc1)C1CCCCC1 (configuration not stated)
-6.5	-0.3	CN(Cc1ccccc1)C(=O)c1cccc(NC(=O)Cc2ccc(NC(=O)C3CCCN(C(=O)C4CCCC4)C3)cc2)c1 (configuration not stated)
-8.0	3.9	C/C(=N\Nc1ccc(S(N)(=O)=O)cc1[N+](=O)[O-])c1ccc2c(c1)OCO2
-2.9	-1.8	O=C(O)CCCC1(C(=O)O)CCCC1
0.3	-5.0	O=C(COC(=O)CCC(=O)c1cccs1)NCc1ccco1
-4.8	-0.4	O=C1CC[C@@H]2CC3(C[C@@H]4CCN1[C@H]24)Nc1cc([N+](=O)[O-])ccc1NC3=NC1CCCCC1 (some centres not stated)
8.4	3.2	COc1ccc(C(=O)CSc2nnc(-c3ccco3)c(-c3ccco3)n2)cc1
-16.7	40.1	O=S(=O)(c1ccccc1)N1CCN(c2ncnc3sc(-c4ccccc4)cc23)CC1
2.6	-0.1	CC(=O)C1=C(O)C(CSCc2ccccc2)N(C)C1=O (configuration not stated)
-1.1	-3.5	COc1ccc(C(CNC(=O)c2cc(S(=O)(=O)N3CCCCC3)ccc2C)N2CCCC2)cc1 (configuration not stated)
0.3	-0.5	NC(=O)c1ncn([C@@H]2O[C@H](CNCc3cc(Br)ccc3OCc3ccccc3)[C@@H](O)[C@H]2O)n1
-12.2	2.2	COc1cccc(C=NNc2nnc(NN=Cc3cccc(OC)c3OC)c3ccccc23)c1OC
-2.1	-0.2	CC1(N=Cc2cc(Cl)ccc2O)COP(=O)(NC2CCCC2)OC1 (configuration not stated)
4.0	0.5	COC1CC(C)C(OC)c2cc(O)cc(c2O)NC(=O)C(C)=CC=CC(C)C(OC(N)=O)C(C)=CC(C)C1OC (configuration not stated)
-0.7	-2.1	Nc1c(C2CCCCC2)c(=O)on1C(=O)c1ccccc1
12.3	-0.8	Cn1ncc([N+](=O)[O-])c1C(=O)n1nnc2ccccc21
2.5	-2.5	CC(=O)OC1COC(OC(C)=O)CO1 (configuration not stated)
8.2	-0.8	O=C(Nc1ccc2ccccc2c1[N+](=O)[O-])c1ccccc1
-3.8	-6.6	CCOC(=O)N1CCC(NC(=O)Cn2ncc3c4ccccc4n(C)c3c2=O)CC1
9.1	0.6	Clc1cccc(-c2ccc(C=Nc3ccc(N4CCOCC4)cc3)o2)c1Cl
1.2	-0.3	O=C(NC1CCCCCCC1O)c1ccccc1 (configuration not stated)
3.2	-2.8	c1ccc2c(c1)CCN(CCCNc1nc3ccccc3n3cnnc13)C2
-37.1	-0.9	CCN1CCN(S(=O)(=O)c2ccc(Cl)c(C(=O)N(C)CC(=O)Nc3c(C)cccc3C)c2)CC1
-1.5	-1.7	C#CCOCCOCCOCCNc1nc(N2CCN(C(=O)Cn3cc(CCO)nn3)CC2)nc(N2CCN(C(=O)[C@H](C)n3cc(CCCN=C(N)N)nn3)CC2)n1
2.4	0.2	O=C(Nc1ccc(C(=O)N2CCCCC2)cc1)C1CC1
3.6	0.3	CCOC(=O)c1oc2c(CN3CCN(C)CC3)c(O)c(CC)cc2c(=O)c1-c1nc2ccccc2s1
4.8	-0.3	Nc1nc(=S)c2ncn(C3OC(CO)C(O)C3O)c2[nH]1 (configuration not stated)
1.2	-0.3	Cc1ccc(CN2CCNC(=O)C2CC(=O)NCCCn2ncc3ccccc32)o1 (configuration not stated)
-6.5	3.8	CC(C)CC(=O)NC(=S)Nc1nc(-c2ccccc2)cs1
30.6	-0.6	Cc1ccc(/C=C2/C(=N)N3N=C(CC(=O)N4CCCC4)SC3=NC2=O)cc1
-8.8	2.6	CC1CC2(C)C(=CC1=O)CCC1C2C(O)CC2(C)C1CCC2(O)C(=O)CO (configuration not stated)
10.1	5.8	CC[n+]1c(/C=C(\C)Nc2ccccc2)sc2ccccc21
-2.8	1.6	CC(=O)Nc1nnc(CCS(=O)(=O)c2ccc(Cl)cc2)s1
0.3	-0.7	COc1cccc2c1cc1c(=O)n(CC(=O)N3CCN(c4cccc(C)c4C)CC3)nc(C)n12
0.2	2.1	O=c1c2sc3nc(N4CCOCC4)c4c(c3c2ncn1C(c1ccccc1)c1ccccc1)CCCC4
15.1	-0.8	O=C1CSC(=S)N1N=Cc1cccc2ccccc12
-21.4	0.7	O=c1cc(-c2ccccc2)oc2cccc(O)c12
1.7	-1.6	Cc1cc(NCc2ccccn2)n2c(nc3ccccc32)c1C#N
16.3	1.4	CC1Cc2cccc3ccc(=O)n(c23)C1 (configuration not stated)
-4.3	-1.8	CC1=C(C(=O)O)CC(S(=O)(=O)O)C1(C)C (configuration not stated)
1.1	-0.6	C1=NN(c2ccccc2)C=NN1c1ccccc1
5.3	-0.1	CN1CCC(C(=O)C(=O)O)C1=O (configuration not stated)
-12.2	-0.7	O=CNc1ccc2c(c1)Cc1cccc(NC=O)c1-2
4.8	2.1	CCc1ccccc1NC(=O)CN1CCN(CC(=O)Nc2ccc3c(c2)OC2(CCCCC2)O3)CC1
-17.8	-0.7	Cc1ccc(C2=NNC(=Nc3ccc(F)cc3)SC2)cc1

Looked up one by one from the entries so far, five records:
ATG4B inhibitor	MPTP block	mol
0.3	-0.7	COc1cccc2c1cc1c(=O)n(CC(=O)N3CCN(c4cccc(C)c4C)CC3)nc(C)n12
-21.4	0.7	O=c1cc(-c2ccccc2)oc2cccc(O)c12
-2.8	1.6	CC(=O)Nc1nnc(CCS(=O)(=O)c2ccc(Cl)cc2)s1
4.8	2.1	CCc1ccccc1NC(=O)CN1CCN(CC(=O)Nc2ccc3c(c2)OC2(CCCCC2)O3)CC1
1.7	-1.6	Cc1cc(NCc2ccccn2)n2c(nc3ccccc32)c1C#N

Complete entries, quoted from the list:
Entry for CC1CC2(C)C(=CC1=O)CCC1C2C(O)CC2(C)C1CCC2(O)C(=O)CO (configuration not stated) : ATG4B inhibitor = -8.8; MPTP block = 2.6
Entry for O=C1CSC(=S)N1N=Cc1cccc2ccccc12 : ATG4B inhibitor = 15.1; MPTP block = -0.8
Entry for CC(=O)Nc1nnc(CCS(=O)(=O)c2ccc(Cl)cc2)s1 : ATG4B inhibitor = -2.8; MPTP block = 1.6

(further entries)
ATG4B inhibitor	MPTP block	mol
31.7	1.5	O=C(OCCN1C(=O)c2cccc3c(N4CCOCC4)ccc(c23)C1=O)c1ccccc1Cl
17.7	46.0	CCOc1ccccc1C=C1SC(=S)NC1=O
-33.7	5.6	COc1ccccc1N1C(=O)C(Cl)=C(Nc2ccccc2O)C1=O
-6.3	80.7*	COC1CCC2(C)C(=CCC3C4CC(O)CC4(C)CCC32)C1 (configuration not stated)
0.8	2.1	C=C(c1ccc2nc(NC(=O)OC)[nH]c2c1)c1cccs1
-3.8	0.7	[O-][n+]1cccc2cccc(O)c21
6.8	-2.4	Cc1ccc(S(=O)(=O)CCC(=O)OCC(=O)N(C)Cc2ccccc2)cc1
-3.7	-1.7	Cc1ccc(S(=O)(=O)NCC(=O)N(CC(=O)NC2CCCC2)c2ccc3c(c2)OCCO3)cc1
-11.0	-0.3	COc1cc2c(cc1OC)C1c3ccc(OC)c(OC)c3OCC1(O)C2 (configuration not stated)
1.2	0.1	Cc1cc(/C=C2/C(=N)N3C(c4ccccc4)=CSC3=NC2=O)c(C)n1-c1ccc(Cl)cc1
7.0	-1.2	COc1ccc(Cl)cc1C=CC=NNC(=O)c1ccncc1
-12.1	-2.7	CCN(C(=O)COC(=O)c1ccccc1Nc1ccccc1)c1c(N)n(Cc2ccccc2)c(=O)[nH]c1=O
-6.8	8.5	CCN1C(c2ccccc2)=C(c2ccccc2)S/C1=C/C=C1\SC(=S)N(C)C1=O
5.0	0.2	Cc1sc(NC(=O)CSc2n[nH]c(N)n2)c(C#N)c1C
0.2	0.4	CC(=O)Nc1ccc2c(c1)-c1ccc(F)cc1C2=O
14.0	15.8	Cc1cc2c(=Cc3ccc(N(C)C)cc3)c3ccccc3n2[n+]1C
6.7	-1.5	C[C@@](Cc1ccc(O)c(O)c1)(NN)C(=O)O
-6.5	0.0	COc1ccc(N2CC(C(=O)N3CCN(S(=O)(=O)c4ccc(F)c(F)c4)CC3)CC2=O)c(OC)c1 (configuration not stated)
1.8	0.0	CC(=O)c1cccc(OC(=O)c2ccccc2)c1
-42.6	-1.0	CCCCN(C(=O)c1ccc(N(C)S(=O)(=O)c2ccc(C)cc2)cc1)c1c(N)n(CC(C)C)c(=O)[nH]c1=O
1.1	-6.1	CC1(C)CC(=O)C2=C(C1)Oc1ncn3nc(-c4cccnc4)nc3c1C2c1ccccc1 (configuration not stated)
0.2	0.3	Cc1cc2c(cc(C(=O)OCC(=O)NC3CCCCC3)n2C)o1
-7.5	-0.5	CCOC(=O)c1c(C)oc2c1c(C=NC1CCS(=O)(=O)C1)c(O)c1ccccc12 (configuration not stated)
-5.9	-0.6	CS(=O)(=O)/C(C#N)=C/c1cccn1S(=O)(=O)c1ccccc1
-8.8	1.0	C[C@@H](NCCCn1ccc(NC(=O)OCc2ccccc2)nc1=O)c1cccc2ccccc12
-7.6	-0.8	COc1ccccc1NS(=O)(=O)c1cc(NC(=O)CN2C(=O)NC3(CCCCC3)C2=O)ccc1C
-2.9	-1.2	CC1=CC(C)(C)NC(=S)N1c1cccc(Cl)c1
4.1	0.2	O=C(Nc1ccc(F)cc1)c1ccccc1NC(=O)C1CCCCC1C(=O)O (configuration not stated)
28.7	-3.4	O=C(O)c1ccccc1C(=O)Nc1ccc(Oc2cccc3ccccc23)cc1
-9.9	-3.0	CSc1nnc(-c2ccccc2)n1N
-28.9	3.2	Oc1ccc(N2CCN(c3ncnc4sc(-c5ccccc5)cc34)CC2)cc1
-3.0	0.1	COc1cccc(NC(=O)CN(C)C(=O)CCNC(=O)c2ccccc2OC)c1
12.4	-4.1	O=C(O)c1cccc(N/N=C/C2=C(Cl)c3cc(Cl)ccc3SC2)c1
-3.8	0.3	Cc1cc(C(=O)NCCCN(C)C)c2ccccc2n1
2.4	2.1	O=C1c2ccccc2C(=O)c2cc(N3CCCCC3)ccc21
4.2	-0.4	COc1ccc(NS(=O)(=O)c2cc(NS(=O)(=O)c3cc(C(=O)O)ccc3OC)ccc2C)cc1
0.6	-1.5	Cc1cc(=O)oc2c(CN3CCCCC3)c(O)ccc12
0.5	-2.0	CC(=O)C(Cl)C(=O)Nc1ccccc1 (configuration not stated)
7.7	-0.5	CC1CN(C=O)CC(C)N1CCN1C(C)CN(C=O)CC1C (configuration not stated)
-5.7	-0.7	COc1ccc(CC(=O)Nc2ccc(C(=O)Nc3nccs3)cc2)cc1OC
-7.7	-0.3	O=C(O)c1ccc(COc2ccc3ccccc3c2/C=C2/NC(=O)N(Cc3ccc(F)cc3)C2=O)cc1
-5.9	1.8	Fc1ccc(-c2cnn3c(-c4cccs4)ccnc23)cc1
-4.9	-5.3	CCCCCCn1cnc2c(c1=O)c1nc3ccccc3nc1n2/N=C/c1ccco1
38.5	1.1	O=C(c1ccc([N+](=O)[O-])cc1)n1nc(-c2ccccc2)nc1NCc1ccc(F)cc1
-2.9	-0.2	CN(CCc1ccccc1)C(=O)c1cccc(NC(=O)Cc2cccc(NC(=O)C3CCN(C(=O)C4CCC4)CC3)c2)c1
-1.1	0.3	N#C/C(=C/c1ccc(N2CCCCC2)o1)C(=O)NCCc1c[nH]c2ccccc12
1.0	-1.0	O=C(O)C1C2CCC(C2)C1C(=O)Nc1cccc([N+](=O)[O-])c1 (configuration not stated)
-5.0	-1.3	NC(=O)c1nnsc1-c1ccco1
-3.9	-0.9	CCC1(CCC(C)C)SC(N)=NC1=O (configuration not stated)
-1.1	-0.2	Nc1ncnc2c(C3OC(CO)C(O)C3O)scc12 (configuration not stated)
-1.4	6.5	O=Nc1c2cc(-c3ccccc3)[nH]nc-2c2ccccc12
1.4	-1.8	Cc1cc2nc(-c3ccc(SCc4ccc(C(=O)O)cc4)nc3)[nH]c2cc1C
5.0	0.1	N#CC(=C(c1ccccc1)c1ccccc1)c1ccccc1
-6.2	2.2	COc1cc(CNc2ccc(N3CCCC3)cc2)ccc1OCc1ccccc1F
-5.1	-0.6	COc1ccc(C(=O)c2ccccc2CN2C(=O)c3ccccc3C2=O)cc1
22.5	-1.5	Cc1c(Cl)cccc1Nc1n[nH]c(=S)s1
-8.1	-2.4	O=c1[nH]c2cnn(-c3ccccc3)c2c(=O)n1O
23.7	-2.5	C/C(=N\NC(=O)c1ccccc1)c1cc2cc([N+](=O)[O-])ccc2oc1=O
1.4	-3.7	OCCN(Cc1cccnc1)Cc1ccccn1
16.2	-0.1	CCOC1=NC(=C(c2ccccc2)c2ccccc2)OC1=O

(next part)
ATG4B inhibitor	MPTP block	mol
-5.2	-0.4	CCCCn1c(N)c(N(C(=O)CSc2nncn2-c2ccccc2)C2CCCC2)c(=O)[nH]c1=O
-1.2	-1.4	CCCCCC1C(C(=O)OCC)C(=O)NC1(C(=O)OCC)C(=O)OCC (configuration not stated)
-0.3	-0.8	N#Cc1c2c(c(-c3ccccc3)[nH]c1=O)CCCC2
2.7	1.5	O=C(CCN1C(=O)/C(=C/c2cccs2)SC1=S)NC1=NCCS1
-3.3	0.4	CC(C)(C)S(=O)(=O)N1C[C@@H]2CC/C=C\C/C=C\2[C@H]1CCO
33.9	2.5	CCN1CCS/C1=C/C=C/C1=[N+](CC)CCS1
-3.9	0.0	OCC(O)C1OC(c2ccccc2)OC(CO)C1O (configuration not stated)
30.1	3.3	O=C(CCCn1c(=S)[nH]c2cc3c(cc2c1=O)OCO3)N1CCN(c2ccccn2)CC1
-3.4	1.1	CCOc1ccccc1N1CC(C(=O)Nc2cc(S(=O)(=O)N3CCOCC3)ccc2OC(C)C)CC1=O (configuration not stated)
-3.2	-1.3	O=C(O)c1ccccc1C(=O)OC1CCCC2CCCC21 (configuration not stated)
3.8	-1.8	O=c1[nH]cc(F)c(=O)[nH]1
-6.9	-1.8	O=C(c1cccc(S(=O)(=O)N2CCCCCC2)c1)N1CCN(Cc2ccccc2)CC1

Screening data from PubChem.
